# High-throughput results: PubChem, National Center for Advancing Translational Sciences (NCATS)
# G9a inh: inhibitors of human histone lysine methyltransferase G9a; AID 504332; Potency, µM (highest dose often 102 µM), for the others: top-dose activity, negative = inhibition, actives largely listed as inhibitors; Q96KQ7; hit rate 8.8% among 350,000; G9a H3K9 monomethylation, AlphaScreen, 2 h; also: potency is read from the fitted curve at half-maximal effect; % is scaled to controls: 0 for no effect and ±100 for the full control effect; nearly all actives have a fitted effect of over 75% in size
#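 Methyltransferase reactions run at room temperature for 2 h (20 nM enzyme, 500 nM biotin-H3K9 peptide, 20 uM SAM) after a 15 min compound preincubation; product detected by AlphaScreen beads and anti-H3K9me1 antibody.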
# RGS4 inhibitor: inhibitors of human regulator of G protein signaling 4; P49798; hit rate 0.039% among 390,000; Transcreener GDP fluorescence polarization, RGS4-accelerated GTP hydrolysis; Potency, µM (series often up to 114 µM), without a hit: at the top dose activity change, negative = inhibition, actives largely listed as inhibitors; also: potency is read from the fitted curve at half-maximal effect; % is scaled to controls: 0 for no effect and ±100 for the full control effect; nearly all actives have a fitted effect of over 75% in size; some results filed as inactive show a strong effect at the top dose
#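 MLSMR compounds (23 nl, pin-transferred) preincubated 10 min at room temperature with a 500nM (2x) first reagent, then RGS4 at 900nM (2x) plus Transcreener GDP mix added; fluorescence polarization (620/688 nm) read before and after 90 min at 30 °C.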
# 12-LOX inh: inhibitors of human 12S-lipoxygenase ALOX12. purified 12hLO, xylenol orange hydroperoxide absorbance. Potency, µM (top dose mostly 108 µM), for the others: at the top dose activity change, negative = inhibition, actives largely listed as inhibitors. hit rate 1.1% among 580,000. P18054; also: potency is read from the fitted curve at half-maximal effect; % is scaled to controls: 0 for no effect and ±100 for the full control effect
#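 Purified human 12hLO (150 nM final) in 25 mM Hepes, 0.01% Triton X-100, pH 7.0 was preincubated 15 min at room temperature with compound. Then 40 uM arachidonic acid was added, 30 min. Hydroperoxide was read by Fe-XO absorbance ratio 573/405 nm.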
# GLS inhibitor: inhibitors of human glutaminase (GLS). O94925. hit rate 0.21% among 410,000. Potency, µM (series often up to 45.5 µM), for the others: at the top dose activity change, negative = inhibition, usual class: inhibitors. GLS enzymatic activity, qHTS titration. AID 624170; also: potency is read from the fitted curve at half-maximal effect; % is scaled to controls: 0 for no effect and ±100 for the full control effect
#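 Compounds were pin-transferred onto hKGA, after which L-glutamine (1 mM solution) and a detection mix of glutamate oxidase, HRP and Amplex Red were added. Initial and 30 min RT fluorescence reads were collected.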
# JMJD2A Tudor: blocks the human JMJD2A Tudor domain; O75164; AlphaScreen JMJD2A-Tudor / H3K4me3 peptide binding; Potency, µM (highest dose often 114 µM), for inactives: at the highest dose activity change, negative = inhibition, actives largely listed as inhibitors; hit rate 4.4% among 390,000; also: potency is read from the fitted curve at half-maximal effect; % is scaled to controls: 0 for no effect and ±100 for the full control effect; nearly all actives have a fitted effect of over 50% in size
# Target sequence (O75164 whole entry, looked up, the tested form may be a part): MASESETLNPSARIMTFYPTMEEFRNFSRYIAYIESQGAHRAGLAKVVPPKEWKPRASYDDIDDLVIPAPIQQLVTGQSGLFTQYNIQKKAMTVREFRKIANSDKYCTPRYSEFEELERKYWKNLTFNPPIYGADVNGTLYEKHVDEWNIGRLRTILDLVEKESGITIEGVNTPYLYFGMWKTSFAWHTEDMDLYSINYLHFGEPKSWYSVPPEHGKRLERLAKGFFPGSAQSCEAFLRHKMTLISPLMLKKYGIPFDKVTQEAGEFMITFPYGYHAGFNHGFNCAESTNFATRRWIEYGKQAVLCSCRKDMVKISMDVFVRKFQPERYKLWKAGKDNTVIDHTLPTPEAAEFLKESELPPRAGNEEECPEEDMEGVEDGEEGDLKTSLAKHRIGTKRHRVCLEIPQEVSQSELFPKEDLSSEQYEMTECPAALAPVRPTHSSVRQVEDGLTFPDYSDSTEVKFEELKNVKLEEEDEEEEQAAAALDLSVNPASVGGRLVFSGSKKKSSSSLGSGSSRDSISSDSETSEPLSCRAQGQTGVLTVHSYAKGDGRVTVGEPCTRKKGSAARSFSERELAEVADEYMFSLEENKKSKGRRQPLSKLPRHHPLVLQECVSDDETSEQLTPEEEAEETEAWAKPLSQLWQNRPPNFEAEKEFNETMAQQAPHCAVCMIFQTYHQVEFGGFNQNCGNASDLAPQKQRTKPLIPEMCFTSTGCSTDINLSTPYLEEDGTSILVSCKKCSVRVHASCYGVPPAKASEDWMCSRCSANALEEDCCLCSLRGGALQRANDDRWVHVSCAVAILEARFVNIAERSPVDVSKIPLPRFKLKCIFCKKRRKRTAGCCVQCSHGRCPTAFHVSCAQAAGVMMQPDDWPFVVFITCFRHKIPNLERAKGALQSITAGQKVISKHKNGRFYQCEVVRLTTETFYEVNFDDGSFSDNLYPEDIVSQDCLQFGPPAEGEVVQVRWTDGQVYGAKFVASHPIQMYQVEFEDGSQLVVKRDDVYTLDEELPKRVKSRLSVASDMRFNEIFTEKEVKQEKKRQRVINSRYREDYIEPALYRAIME
# ERG-DNA inh: ERG Ets/DNA interaction inhibition. P11308. fluorescence polarization, His-ERG Ets domain / labelled DNA. AID 624246. Potency, µM (highest dose often 76.9 µM), for inactives: at the highest dose FP activity, negative = inhibition, hits mostly inhibitors. hit rate 0.028% among 370,000; active = well fitted inhibition curve with a large enough effect in the polarisation, with a control signal flat; inconclusive = small, poorly fitted or top-dose-only effect, or effect the other way, or a change in a side signal; inactive = no such curve, though single readings can be large or run the other way; the % refers to the polarisation;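 also: polarization taken with two DNA probes labelled with fluorescein and Texas red; potency is read from the fitted curve at half-maximal effect; % of control where 0% means no effect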
#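 His-tagged ERG Ets domain (1 uM in the protein solution; 300mM KCl, 50mM Tris-HCl, 1mM EDTA, 1mM DTT, pH 7.5) received compound, then a probe mix of 5 nM fluorescein-DNA and 100nM Texas-615-DNA. Fluorescence polarization was read for both dyes.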
# BAZ2B block: inhibitors of human BAZ2B bromodomain; AlphaScreen BAZ2B-H3K14Ac peptide displacement; Q9UIF8; hit rate 4.4% among 360,000; Potency, µM (doses to about 114 µM), for the others: at the highest dose activity change, negative = inhibition, actives largely listed as inhibitors; also: potency is read from the fitted curve at half-maximal effect; % is scaled to controls: 0 for no effect and ±100 for the full control effect; nearly all actives have a fitted effect of over 60% in size
#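 BAZ2B 50 nM plus b-H3(5-23)K14Ac 50 nM, PBS pH 7.4/0.01% Tween-20, 30 min RT; compound added (max 110 uM), 30 min RT; streptavidin donor/Ni-chelate acceptor beads 10 ug/mL final, 20 min dark; AlphaScreen read.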
# PI4K2A inh: blocks human PI4K2A kinase activity; Q9BTU6; purified PI4K2A, ADP-Glo luminescence, 1 h; active compounds read low; activity change, negative = inhibition, % at 76.9 µM; hit rate 0.13% among 420,000; AID 1346378; in the data active = activity change below about -50%; inconclusive = mostly about -30% to -49%;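 also: -100% = wells without enzyme as full effect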
#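 ADP-Glo luminescence measured ADP generated by PI4K2A enzyme (4 ug/mL before mixing) with 1.2 mM PI substrate (pre-mix) and 300 microM ATP (pre-mix). Tris pH7.5 buffer with MgCl2, Triton X-100; 1 h reaction at ambient temperature.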
# HP1b chromo inh: blocks HP1-beta chromodomain binding to methylated histone tails; P83916; AlphaScreen HP1-beta / biotin-H3K9me3 peptide binding; Potency, µM (titrated, usually from 114 µM), without a hit: top-dose activity change, negative = inhibition, usual class: inhibitors; hit rate 0.56% among 390,000; AID 540317; also: potency is read from the fitted curve at half-maximal effect; nearly all actives have a fitted effect of over 70% in size; inactives centre near 23
#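 HP1-beta protein (50 nM final) preincubated 30 min at room temperature with biotinylated H3(1-18)K9me3 peptide (50 nM) in PBS pH 7.4, 0.01% Tween-20, then compound added for 30 min. AlphaScreen streptavidin donor/nickel chelate acceptor beads (10 ug/mL final), 30 min dark, luminescence read.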
# An asterisk follows results filed as active; ? = inconclusive; / = not tested or not shown; & = joins results of further samples; [ ] = another dose, or the depositor's remark. Unless noted, calls follow the shape of the dose curve; as a rule, active = well fitted curve in the direction sought with a large enough effect; inconclusive = small, poorly fitted or top-dose-only effect, or another doubt; inactive = no such curve, though single readings can be large; an effect the other way counts as inactive or inconclusive.
SMILES,G9a inh,RGS4 inhibitor,12-LOX inh,GLS inhibitor,JMJD2A Tudor,ERG-DNA inh,BAZ2B block,PI4K2A inh,HP1b chromo inh
COc1cc(OC)cc(-n2c(=O)c3sccc3n(Cc3cc(=O)n4c(C)cccc4n3)c2=O)c1,5.4%[59 µM],9.8%,-13.0%,-5.8%,-11.3%,-0.3%,1.7%,0.2,20.6%
O=C(c1ccc([N+](=O)[O-])o1)N(Cc1nnc(-c2ccccc2Cl)o1)C1CC1,?,22.1%,335.0%[activator],1.2%,-21.2%,12.0%,-29.4%,0.5,30.8%
O=C(O)c1ccccc1S(=O)(=O)c1ccccc1CO,?,-19.1%,0.0%,-9.4%,-8.3%,-14.0%,-38.0%,-13.6,34.8%[activator]
CCc1cc2c(SCC(=O)c3cccs3)ncnc2s1,-3.5%,11.4%,6.3%,-0.8%,-4.3%,-7.7%,64.4%[activator],-3.7,118.9%[activator]
CCOC(=O)C1CCCN(C(=O)CN2C(=O)c3ccccc3C2=O)C1 (configuration not stated),-0.2%[2.33 µM],-18.1%,0.0%,2.3%,-13.5%,-4.8%,2.6%,-0.2,52.0%[activator]
COc1ccc(CCNC(=O)CSc2ccc(-c3ccccc3)nn2)cc1OC,5.5%[0.501 µM],19.3%,-10.0%,1.4%,-6.4%,/,1.5%,1.1,9.4%
O=S(=O)(/C=C/c1ccccc1)Nc1ccc(F)cc1,7.3%,9.3%,-12.4%,-2.4%,-4.4%[57.1 µM],-2.8%,4.6%,-6.7,43.8%[activator]
CCOC(=O)C1CN(S(=O)(=O)c2ccc(Cl)cc2)c2cc(S(=O)(=O)CC)ccc2O1 (configuration not stated),-30.1%,19.3%,-29.8%,-2.2%,-17.5%,-8.6%,-22.2%,0.4,23.4%
CCc1ccc(-n2c(SCc3ccccc3F)nc3[nH]ncc3c2=O)cc1,-42.4%[59 µM],-17.1%,?,-2.6%,?,1.3%,-21.0%,0.0,15.9%
Cn1c(=O)c2sccc2n(CC(=O)NCCC2=CCCCC2)c1=O,11.1%,0.8%,-1.3%,-0.5%,-4.5%,-5.8%,-17.9%,-3.4,31.4%
O=S(=O)(c1ccc(OC(F)(F)F)cc1)N1CCCC(c2ccccc2)C1 (configuration not stated),-3.5%[12.7 µM],-24.8%,4.6%,0.2%,-6.0%,-3.7%,6.0%,-0.9,49.4%[activator]
CC(=O)Nc1cc2cc(NS(=O)(=O)c3ccc(Cl)cc3)ccc2oc1=O,/,13.9%,179.9%[activator],-2.8%,-11.5%,8.3%,3.5%,4.6,20.7%
COc1ccccc1-c1c(C(F)(F)F)oc2cc(OCC(=O)Nc3ccccc3C(F)(F)F)ccc2c1=O,8.9%[59 µM],-14.1%,1.1%,-3.2%,-8.5%[57.1 µM],-2.5%,3.8%,-4.3,64.6%[activator]
COc1cc(-c2noc(C)c2/C=C/c2ccc(N)cc2)cc(OC)c1OC,?,-32.7%,10.0%,7.7%,-35.9%,11.7%,?,-3.9,13.7%
Nc1nc(NCCOCCO)nc(NC2CCCCC2)c1[N+](=O)[O-],-13.8%[2.33 µM],12.4%,4.9%,4.9%,-18.5%,10.8%,0.0%,0.3,19.5%
O=C(O)CCNS(=O)(=O)c1ccc2c(c1)OCCCO2,?,-1.5%,-4.6%,1.5%,-19.6%,-2.0%,-2.8%,-5.8,6.3%
COC(=O)CSc1nc(SCc2ccc(C)cc2)nc2c1CCCC2,74.7%[activator][59 µM],12.8%,1.5%,9.1%,130.4%[activator],16.1%,88.5%[activator],-3.5,197.1%[activator]
Cc1cc2cc3c(C)cc(=O)oc3c(C)c2o1,0.4%,-25.3%,4.8%,-7.6%,6.4%,-4.1%,2.3%,0.8&1.7,60.4%[activator]
CN(Cc1cccnc1)C(=O)c1cc(COc2ccc3ncccc3c2)on1,?,2.9%,-5.8%,0.9%,-11.9%,-2.4%,-14.4%,-0.2,34.2%[activator]
Cc1nn2cnnc2c(C)c1Cc1c(F)cccc1Cl,21.0%,-19.1%,3.4%,103.4%[activator],-6.4%,-22.4%,-1.3%,6.9,20.0%
O=C(Nc1ccccc1N1CCOCC1)c1cccc2c(Br)cccc12,2.2%,-15.0%,-34.2%,-3.7%,7.4%,-5.3%,7.1%,-1.7,116.8%[activator]
COc1ccc(S(=O)(=O)N2CCCCCC2)cc1N(C)S(=O)(=O)c1ccc(Cl)cc1,-9.9%[12.7 µM],17.3%,0.7%,-1.5%,-6.0%,/,1.6%[57.1 µM],-0.1,38.3%
O=S(=O)(Nc1ccc(Nc2ccccc2)cc1)c1ccc(F)cc1,/,11.6%,27.6%,46.1%[activator],?,-3.1%,/,1.2,?
O=C(O)CC1(CC(=O)Nc2ccccc2N2CCOCC2)CCCC1,/,-13.5%,?,2.3%,5.3%,1.3%,2.1%,-0.8,41.7%[activator]
CC(C)Cc1nc2sc3c(=O)n(N)cnc3c2c2c1COC(C)(C)C2,34.2%[59 µM],-0.7%,-1.5%,-1.3%,0.4%,-1.6%,7.6%,-2.2,37.4%
O=C(O)c1ccccc1C(=O)Nc1ccc(Oc2ccc3ccccc3c2)cc1,?,-2.5%,5.6%,-28.7%,?,15.0%,-28.8%,6.8,-25.6%
COc1ccc(C2CC(=O)C3=C(C2)Nc2ccccc2NC3c2coc3ccccc3c2=O)cc1OC (configuration not stated),?,-5.0%,-0.3%,23.0%,?,-6.6%,-31.5%,-2.0,-13.6%
CCc1nc(Nc2cccc(F)c2)c2oc3ccccc3c2n1,44.7µM*,26.2%,-29.0%,2.5%,-9.6%,-9.4%,?,-0.4,10.4%
COC(=O)c1ccccc1SCc1csc(C)n1,11.1%,1.0%,0.0%,-6.1%,3.5%,-0.3%,0.0%,-3.0,23.6%
Cn1c(=O)c2cc(C(=O)NCCCN3CCN(c4ccccc4F)CC3)sc2c2ccccc21,3.3%[59 µM],8.7%,6.5%,7.0%,-12.7%,-6.9%,/,2.7,29.9%
Cc1cccc(OCC(=O)NCCc2nc3ccccc3[nH]2)c1C,-4.9%[59 µM],-0.5%,8.8%,0.4%,-0.3%,3.1%,-0.7%,0.1,25.0%
Cc1ccc(CNCC(O)(c2ccccc2)c2ccccc2)cc1,12.9%,4.0%,0.0%,-16.9%,9.1%,6.8%,15.0%,1.7,37.3%[activator]
Cc1ccc(C(=O)Nc2ccc(C(=O)OCc3cc(=O)n4c5c(sc4n3)CCCC5)cc2)cc1,0.8%[12.7 µM],-8.0%,-14.9%,8.2%,5.6%,-1.8%,-14.2%,4.4,38.9%
COCCn1c(COC)nc2ccccc21,-12.9%[59 µM],?,0.0%,4.1%,3.7%,1.7%,-0.9%,2.8,17.2%
CCOc1ccc(N2C(=O)S/C(=C\c3cccn3C)C2=O)cc1,?,5.1%,-9.8%,1.0%,-21.3%,-8.7%,-28.7%,4.6,-0.8%
Cc1ccc(CCNC(=O)c2ccc(CSCc3ccc(C)cc3)o2)cc1,20.3%[59 µM],-1.8%,?,7.2%,-35.2%,-4.4%,39.6%[activator],-4.6,45.2%[activator]
O=C(NCc1ccco1)/C(=C/c1cccc(C(F)(F)F)c1)c1nc2ccccc2[nH]1,19.3%[59 µM],-0.5%,1.2%,5.8%,-24.6%,-7.7%,-29.2%,-2.0,13.4%
COc1ccc(CCN2CNc3c(c(=O)n(C)c(=O)n3C)C2)cc1OC,-25.3%[12.7 µM],2.5%,-17.0%,-0.1%,4.7%,2.5%,17.4%,-2.8,54.0%
CCC(=O)NC(=S)Nc1ccc(-c2nc3ccccc3s2)cc1,-8.5%[12.7 µM],-7.9%,235.3%[activator],2.3%,-15.6%,-2.9%,-2.4%,-0.5,8.3%
COc1ccccc1NC(=O)CSc1nc2ccccc2c(=O)n1CC1CCCO1 (configuration not stated),-10.1%,1.7%,-6.9%,0.0%,-17.3%,-5.9%,-14.4%,-0.8,23.5%
COc1cc(/C=C/C(=O)OCC(=O)c2c(N)n(C)c(=O)n(C)c2=O)ccc1O,?,-12.3%,-10.7%,?,-10.4%,5.8%,0.5%,0.1,28.1%
O=C(C(=O)N1CCOCC1)c1cn(CCOc2ccccc2)c2ccccc12,12.9%,8.3%,-13.9%,-9.7%,-11.0%,-1.7%,16.3%,0.4,45.2%[activator]
Cc1ccc2c(c1)N(CC(=O)NC1CCC(C)CC1)C(=O)c1cccnc1O2 (configuration not stated),/,2.5%,240.5%[activator],1.5%,-9.2%,-0.7%,0.8%,-1.3,45.4%[activator]
CC1(C)C/C(=N/Nc2ccc([N+](=O)[O-])cc2[N+](=O)[O-])C(C)(C)O1,/,17.1%,0.0%,4.3%,-18.1%,-1.1%,/,0.5,-6.5%
CSCCC(NS(=O)(=O)c1cccs1)C(=O)Nc1ccc(C)c(Cl)c1 (configuration not stated),?,-0.9%,50.1µM*,-4.0%,-7.5%,1.9%,-18.8%,2.7,29.0%
COc1cccc(C2Nc3cc(Cl)c(S(N)(=O)=O)cc3S(=O)(=O)N2)c1 (configuration not stated),1.1%[59 µM],?,-1.4%,7.7%,50.1µM*,2.9%,1.5%,-0.1,-15.9%

# A portion of the library. The share of hits here may be higher or lower than overall.
